Source: PubChem BioAssay
Vif inh – inhibitors of HIV Vif; HEK293T cells, Vif self-association by quenched fluorescence, imaging, 24 h; inhibition, % at 7.49 µM; 340,000 compounds, 0.35% hits; in the data active = inhibition above about 50%, passing the limit was not always enough; inconclusive = no clear call, values can overlap the other calls; inactive = below about 31%; note: some results filed as inactive read as strong as hits
MC4R antagonist – antagonists of human melanocortin 4 receptor (MC4R); P32245; MC4R-expressing cells, MTII-stimulated cAMP, LANCE TR-FRET; inhibition, % at 6.5 µM; 360,000 compounds, 0.48% hits; AID 540295;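 active = inhibition above its plate's cutoff, the mean of tested wells on that plate plus 3 SD, cut at about 29% in these data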;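 note: 0% = Melanotan II alone and 100% = Melanotan II plus saturating MCL0020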
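Material: human MC4R-expressing U2OS cells. Probe or stimulus: Melanotan II challenge. Dosing: 6.5 µM single dose. Times: 30-min compound, 1-h challenge, 1-h detection, room temperature. Technique: TR-FRET with Eu-cAMP and labeled anti-cAMP, 671 nm. Replication: singlicate.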
Cardio protect – protects H9c2 cardiomyocytes from peroxide injury; 360,000 compounds, 0.63% hits; H2O2 injury protection, ATPLite, 2 h; AID 588492; protection from H2O2 cell death, % at 20 µM;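 active = compounds giving at least 50% protection of heart cells from peroxide-induced death in the single-dose screen, raw or plate-pattern-corrected value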;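 note: 0% = DMSO wells with peroxide and 100% = DMSO wells without peroxide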
aDG glyco act – increases alpha dystroglycan glycosylation; Pro5-aDG cells, alpha-DG glycosylation AlphaScreen (IIH6); 0% Pro5, 100% B10-LARGE cell signal; activation, % at 10 µM; 360,000 compounds, 0.22% hits; AID 624168;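 active = activation of at least 8% versus controls, or a plate z-score of at least 8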;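 note: Pro5 are CHO cells carrying HIG-tagged alpha-DG that lacks glycosylation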
ABCB6 inh 2 – blocks the human ABCB6 transporter | Q9NP58 | K562-ABCB6 porphyrin accumulation, flow cytometry, 1 h; hits give low values | fluorescence ratio to DMSO, % at 10 µM | 360,000 compounds, 0.19% hits | AID 602162;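 active = fluorescence ratio to DMSO below 75%, the collection mean minus 3 SD; inconclusive = too few cells collected in the well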;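 note: signal is porphyrin accumulated inside mitochondria; 100% equals median channel fluorescence of DMSO control wells; lower ratio means ABCB6 inhibition with less porphyrin fluorescence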
CaV13 ICDI inh – Primary screen for inhibitors of IQ motif and Ca2+-dependent inactivation inhibitor domain binding in CACNA1D, Förster resonance energy transfer in living cells, …. HEK cells, CFP/YFP FRET ICDI-IQ, plate reader, 10 min; percent FRET-ratio fall versus neutral wells. inhibition, % at 12.3 µM. 340,000 compounds, 0.098% hits;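 active = mean replicate inhibition of at least 30% and at least 1% of replicates passing that level; inconclusive = only one of the two criteria is met; inactive = neither criterion is met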;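 note: 0% = median of the neutral control wells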
PDI turbidity – inhibitors of human protein disulfide isomerase; PDI insulin aggregation turbidity, A650, 90 min; AID 588391; 350,000 compounds, 0.052% hits; P07237; inhibition, % at 10 µM;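 active = mean inhibition across replicates of 30% or more, whatever share of single replicates reach that level; inconclusive = mean inhibition below 30% while every single replicate reaches 30%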;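 note: absorbance from insulin aggregation driven by PDI reduction with DTT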
Target sequence (P07237 whole entry, looked up): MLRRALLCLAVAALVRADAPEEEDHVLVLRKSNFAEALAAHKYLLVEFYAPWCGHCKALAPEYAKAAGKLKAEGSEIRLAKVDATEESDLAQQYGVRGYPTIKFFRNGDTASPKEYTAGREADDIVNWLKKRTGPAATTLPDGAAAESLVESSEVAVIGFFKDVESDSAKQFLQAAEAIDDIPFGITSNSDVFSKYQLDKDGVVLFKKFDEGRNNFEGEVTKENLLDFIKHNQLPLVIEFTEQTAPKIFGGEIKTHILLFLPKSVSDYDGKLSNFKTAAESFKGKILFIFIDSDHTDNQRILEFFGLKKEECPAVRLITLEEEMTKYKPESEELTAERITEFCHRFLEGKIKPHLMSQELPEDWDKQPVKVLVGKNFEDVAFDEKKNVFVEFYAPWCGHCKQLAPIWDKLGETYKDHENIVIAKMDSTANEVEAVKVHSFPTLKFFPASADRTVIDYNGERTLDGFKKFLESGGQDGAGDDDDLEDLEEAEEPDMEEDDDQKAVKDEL
m5-HT2A agonist – activates the mouse 5-HT2A serotonin receptor; CHO-K1 mHTR2A beta-arrestin complementation, luminescence; percent of 30 µM serotonin response; activation, % at 7.6 µM; 360,000 compounds, 0.66% hits; AID 624169;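 active = activation above a run cutoff, the mean activation of all tested compounds plus 3 SD, cut at about 14% in these data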;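 note: 0% = plate median of compound wells and 100% = 30 µM serotonin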
Target sequence (P35363 whole entry, looked up): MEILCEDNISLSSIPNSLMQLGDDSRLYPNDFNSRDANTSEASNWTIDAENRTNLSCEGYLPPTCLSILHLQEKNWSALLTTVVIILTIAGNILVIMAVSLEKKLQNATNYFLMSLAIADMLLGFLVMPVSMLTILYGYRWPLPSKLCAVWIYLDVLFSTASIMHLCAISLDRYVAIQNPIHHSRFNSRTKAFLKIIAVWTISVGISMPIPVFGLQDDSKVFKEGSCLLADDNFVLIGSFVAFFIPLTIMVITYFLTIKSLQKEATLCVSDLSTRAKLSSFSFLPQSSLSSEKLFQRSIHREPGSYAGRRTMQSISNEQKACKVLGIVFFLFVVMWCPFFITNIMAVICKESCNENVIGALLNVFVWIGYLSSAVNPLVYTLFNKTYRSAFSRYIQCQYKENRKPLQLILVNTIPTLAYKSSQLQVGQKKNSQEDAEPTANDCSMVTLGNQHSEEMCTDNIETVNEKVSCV
MC4R ag barr – agonists of human melanocortin 4 receptor (MC4R) beta-arrestin; 360,000 compounds, 0.98% hits; activation, % at 8.9 µM; U2OS MC4R beta-arrestin complementation, luminescence; percent of melanotan II response, DMSO zero;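 active = activation above a per-plate cutoff, the mean activation of sample wells on that plate plus 3 SD, cut at about 8% in these data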
Glyco luc inh – blocks N-linked glycosylation in D54 reporter cells; D54 ERlucT glycosylation luciferase reporter, 24 h; percent of 100 nM tunicamycin response; reporter increase, % at 12.5 µM; 360,000 compounds, 0.23% hits; AID 588692;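 active = mean luciferase reporter signal, scaled so untreated is 0 and the glycosylation-blocking control 100, at or above a set limit in every replicate; inconclusive = mean reaches the limit but not every replicate does; inactive = mean below the limit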;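 note: luciferase carries N-glycosylation sites so blocking glycosylation raises the light; 0% = median of neutral control wells and 100% = median of 100 nM tunicamycin wells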
* marks the source's active call; other numbers are inactive results; ? = inconclusive; . = no result given.

item	structure	PDI turbidity	aDG glyco act	Glyco luc inh	MC4R antagonist	CaV13 ICDI inh	ABCB6 inh 2	MC4R ag barr	m5-HT2A agonist	Cardio protect	Vif inh
1	CC(=O)Nc1ccc2c(c1)C(=O)N(c1ccc(C)cc1)C2=O	30	0.1	0	10	-5	91	-0.5	-13	1	3
2	CN(C)c1nc2c(c(=O)[nH]c(=O)n2C)n1Cc1ccccc1Br	14	-0.2	4	6	.	89	-2.0	0	1	1
3	Cc1nn(Cc2ccccc2)c(C)c1C(=O)NCCN1C(=O)S/C(=C\c2ccc(F)cc2)C1=O	-1	0.1	1	13	-5	97	-3.6	1	-6	-3
4	CSc1nc(=O)n2cc(C)ccc2n1	-4	-0.4	-1	18	-3	101	-0.2	0	-4	16
5	O=c1c(Br)c(N2CCCC2)cnn1-c1ccccc1	-1	-0.3	-6	10	-9	94	-1.4	8	-2	-6
6	Cc1ccccc1OCC(O)CN(Cc1ccccc1O)C1CCCCC1 (stereo not drawn)	3	1.0	-2	13	-6	96	-0.7	-6	-23	-1
7	CC1CCCC(NC(=O)CSc2nccn2C)C1C (stereo not drawn)	-24	0.0	1	-2	.	93	0.0	2	19	1
8	Cc1ccccc1N1CC(=O)Nc2c(oc3nc(-c4ccccc4)cc(C)c23)C1=O	-4	0.2	4	2	-4	97	0.2	3	18	-2
9	CN(C)/C=C/C(=O)c1ccc([N+](=O)[O-])c(CS(=O)(=O)c2ccc(Cl)cc2)c1	7	-0.1	2	21	-9	95	-0.2	5	1	3
10	Cc1cccc(CN2C(=O)/C(=C\c3ccc(C(=O)NCCCN4CCN(C)CC4)cc3)Oc3ccccc32)c1	-4	0.8	-7	5	-16	96	3.9	-6	-14	-21
11	CC(C)N1CCN(c2ccc(S(=O)(=O)N3CCOCC3)cn2)CC1	1	0.0	0	2	.	91	-1.4	7	0	-5
12	O=C(CCCSc1nc2ccccc2[nH]1)NCc1ccccc1	10	-0.1	0	9	-3	101	1.2	0	2	0
13	COc1ccc2c(c1)C1OCCC1C(c1ccco1)N2 (stereo not drawn)	-1	0.0	-7	3	.	94	1.4	-1	-19	4
14	COc1ccccc1N1CCN(C(=O)c2cc(=O)c3ccc(C)cc3o2)CC1	-5	-0.2	0	3	-5	100	-0.1	-4	-2	4
15	CCOc1ccc(C2=CSC3=NCCN23)cc1Cl	9	-0.1	4	13	-4	99	-0.8	11	-2	4
16	CCOc1ccccc1C(=O)NCC(=O)NCC(c1ccco1)N1CCCCC1 (stereo not drawn)	1	-0.3	0	-2	-5	96	-2.2	-2	-6	2
17	CC(=O)c1c(C)[nH]c(C(=O)Nc2ccc(C)c(S(=O)(=O)Nc3ccc(C)cc3C)c2)c1C	-1	0.3	4	5	11	92	1.1	-8	-2	15
18	CC(NC(=O)c1cc(-c2ccncc2)nc2ccc(Cl)cc12)C1CCCO1 (stereo not drawn)	-5	0.0	.	-2	-3	102	-1.4	0	0	.
19	Cc1ccc(NC(=O)COC(=O)C2=COCCO2)c([N+](=O)[O-])c1	0	-0.2	1	6	-2	99	1.0	-2	10	1
20	NC(=O)COC(=O)c1ccc(-c2ccccc2)cc1	6	0.2	2	17	-5	96	-1.2	-3	-9	0
21	COc1ccc(Br)cc1/C=N/N1C(=O)CSC1=S	-2	-0.2	6	-4	-19	100	-1.8	-7	1	-4
22	CC(=O)Nc1cccc(CP(=O)(c2ccccc2)c2ccccc2)c1	-5	0.0	-1	9	-14	96	-1.7	-2	6	-11
23	COC(=O)c1c(N)nc(C)n1-c1ccc(OC)cc1	-8	0.0	-2	4	-5	99	2.2	-2	2	11
24	O=C(CC1SC(=O)N(Cc2ccc(Cl)cc2)C1=O)Nc1nccs1 (stereo not drawn)	2	0.3	0	-1	-5	91	0.5	5	-4	-3
25	Cc1cccc(Oc2ncnc3oc(-c4ccccc4)cc23)c1C	2	0.3	1	2	-5	101	0.1	2	-9	-2
26	Cc1cccc(C(=O)N2CCC(C)(C(=O)NS(=O)(=O)C3CC3)C2)c1C (stereo not drawn)	3	0.3	-1	0	-5	100	1.7	1	-6	-11
27	CC1(C)CC2(C)CC(=O)C1C(C(=O)O)C2C(=O)O (stereo not drawn)	2	0.4	0	-4	-14	99	-3.0	3	0	-2
28	O=C(COC(=O)C1=Cc2ccccc2OC1)NCc1ccccc1	-2	0.2	2	-4	-5	99	0.9	5	-3	.
29	Clc1ccc(OCc2nc(-c3ccncc3)no2)c(Br)c1	-9	-0.2	-10	1	-6	95	1.0	-3	-11	-1
30	Cc1ccc(S(=O)(=O)Oc2ccc(/C=C(/NC(=O)c3ccccc3)C(=O)NCCCC(=O)O)cc2)cc1	-12	-0.2	1	-2	0	102	1.1	3	-5	-1
31	COc1ccc(NC(=O)c2cccc([N+](=O)[O-])c2)cc1	5	-0.2	1	5	-4	100	-0.8	1	-8	27
32	COc1ccc(C(C(=O)NCC2CCCO2)N(Cc2ccccc2)C(=O)CNC(=O)c2ccco2)cc1OC (stereo not drawn)	2	0.0	1	2	-3	92	2.7	6	6	-6
33	CC(C)Cn1c(N)c(C(=O)CSc2nnc(C3CC3)n2C2CC2)c(=O)n(C)c1=O	4	-0.1	3	-2	-7	91	-2.5	-8	-1	-8
34	N#Cc1ccc(-c2ccc(OCC(=O)NCC(=O)Nc3ccc(F)c(F)c3F)cc2)cc1	0	-0.1	-5	11	-4	89	18*	2	4	-4
35	O=C(NNC(=S)NC(=O)c1cccc([N+](=O)[O-])c1)c1ccc(Br)cc1	6	0.2	0	1	-5	93	-1.8	-1	56*	.
36	Cc1ccc(N2CC(C(=O)OCC(=O)Nc3c(C)cccc3C)CC2=O)cc1 (stereo not drawn)	-3	0.1	-1	9	-6	101	-1.2	2	-5	-3
37	COc1cc(Nc2nc3c(N)cc(C(F)(F)F)cc3nc2-c2ccccc2)cc(OC)c1OC	2	-0.2	26*	16	-10	91	4.0	3	14	6
38	O=C(COC(=O)c1ccc(Br)o1)Nc1cccc(S(=O)(=O)N2CCOCC2)c1	3	0.1	1	1	-6	99	-0.7	0	-5	2
39	O=C1CC(SC(=Nc2ccccc2)Nc2ccccc2)C(=O)N1c1ccc(Cl)cc1 (stereo not drawn)	16	-0.1	-1	11	.	100	12*	1	2	-1
40	Cc1cc(=O)[nH]c(N2CCN(Cc3ccccc3)CC2)n1	2	0.0	-2	16	-6	101	-1.5	4	4	-2
41	COc1ccc(/C=N/N=C/c2c[nH]c(=O)c(C#N)c2Nc2ccccc2)cc1	2	0.0	3	10	-5	98	1.2	2	-1	-3
42	COC(=O)CCC(=O)OC1(C)C(=O)C=C2C=C(C3CC3)N(c3cccc(C#N)c3)C=C2C1=O (stereo not drawn)	-2	-0.1	2	7	-5	111	-1.2	3	-2	-3
43	Cc1cnc(NC(=O)Cc2ccccc2Cl)s1	6	0.0	4	30*	-3	104	0.2	6	-4	0
44	O=C(N1CCCCC1)N1CCN(C(c2ccccc2)c2ccccc2)CC1	12	-0.1	-4	0	.	104	1.3	2	10	-3
45	COc1ccc(Cn2c(C)nnc2-c2cnn(C)c2N)cc1	-2	0.0	0	-5	6	91	-1.7	-2	-3	2
46	COc1ccc(-c2csc(NC(C)c3nc4cc(Cl)c(Cl)cc4n3CCCO)n2)cc1 (stereo not drawn)	0	1.7	1	9	-10	100	-1.0	-2	-2	-1
47	Cc1ccc(S(=O)(=O)Oc2ccccc2/C=N/NC(=O)c2c(Cl)cnn2C)cc1	23	0.5	.	0	-8	89	-1.6	-4	-12	.
48	Cc1ccc(CNC(=O)CN(C)S(=O)(=O)c2ccc3c(c2)n(C)c(=O)c(=O)n3C)cc1	-6	-0.3	2	-1	.	98	-2.6	9	0	1
49	COc1ccc(CC(=O)NCc2ccccc2)cc1OC	6	0.0	2	-3	-4	94	-2.7	3	2	4
50	O=C(NCc1ccco1)/C(=C/c1ccccc1F)NC(=O)c1ccccc1	-6	0.0	2	-6	-4	97	-0.9	4	2	6

The listing continues.
item	structure	PDI turbidity	aDG glyco act	Glyco luc inh	MC4R antagonist	CaV13 ICDI inh	ABCB6 inh 2	MC4R ag barr	m5-HT2A agonist	Cardio protect	Vif inh
51	Cc1cc(Nc2ccccc2)n2nc(C)c(-c3ccccc3)c2n1	-3	0.2	3	9	-5	99	2.7	10	-5	-7
52	COc1cc(NC(=O)COC(=O)CNS(=O)(=O)c2ccc(F)c(F)c2F)cc(OC)c1	7	0.0	2	12	.	93	1.1	3	-1	10
53	COc1ccc(/C=C/C(=O)NC(=S)NN2CCCCC2c2cccnc2)cc1 (stereo not drawn)	-3	0.0	-5	-9	.	102	-2.6	4	-1	4
54	CO[C@@]1(NC(=O)CSCC#N)C(=O)N2C(C(=O)O)=C(CSc3nnnn3C)CS[C@@H]21	-5	0.7	1	11	-6	94	0.1	-1	5	?
55	CN(C)c1nc(-c2ccccc2)c2cc(Cl)ccc2n1	-6	0.5	-2	-5	-16	99	-0.3	-4	1	-10
56	O=c1c2ccccc2c2ccccc2c(=O)n1CC1CCCO1 (stereo not drawn)	-1	-0.1	1	3	-5	99	-0.2	0	-10	6
57	COc1ccc(CCNC(=O)CC(=O)N/N=C\c2ccc(OCC(N)=O)cc2)cc1OC	-5	0.1	2	-4	-10	95	-0.8	-3	14	.
